HEK293 tox: qHTS of GLP-1 Receptor Inverse Agonists: Cytotox Screen; HEK293 cAMP-luciferase reporter cells, luminescence, 24 h; Potency, µM (titrated, usually from 38.3 µM), for the others: top-dose activity change, negative = inhibition, actives largely listed as inhibitors; 410,000 compounds, 0.13% hits;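 further: loss of luciferase light is scored as toxicity; potency means the concentration at half of the fitted maximal effect; on the % scale 0 is the no-effect control and ±100 the full control effect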
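1536-well qHTS counterscreen of the MLSMR; 200 cells/uL, 12 h pre-incubation, 23 nL cpd, 24 h at 37 deg C 5% CO2, luciferase detection reagent, 12 min RT, luminescence. Inhibition = undesired.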
SW480 rereplic: A quantitative high throughput screen for small molecules that induce DNA re-replication in SW480 colon adenocarcinoma cells; Potency, µM (top dose mostly 46.1 µM), inactives show at the highest dose re-replication activation, actives largely listed as activators; SW480 DNA re-replication, Hoechst DNA content imaging, 48 h; 340,000 compounds, 1.8% hits; further: potency means the concentration at half of the fitted maximal effect; % of control where 0% means no effect; nearly all actives have a fitted effect of over 55% in size
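Compounds, transferred as 23 nL by pin tool, were incubated with cells for 48 hr; DNA content per nucleus was then quantified by Hoechst staining and fluorescence plate imaging.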
HT1080 IDH1KD tx: qHTS for induction of synthetic lethality in tumor cells producing 2HG: qHTS for the HT-1080-IDH1KD cell line. HT-1080 IDH1 knockdown viability, ATP luminescence, 48 h. Potency, µM (titrated, usually from 46.1 µM), without a hit: at the top dose activity, negative = toxicity, most hits filed as cytotoxic. 360,000 compounds, 2% hits;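 further: potency means the concentration at half of the fitted maximal effect; 0% = DMSO wells and -100% = cell-free medium wells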
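Using the IDH1-knockdown HT-1080 line run in the same batch and compound series as the NT line, viability after 48 h at 37 °C was determined by CellTiter-Glo luminescence and expressed as % activity.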
IL1B secr inh: qHTS for Inhibitors of Inflammasome Signaling: IL-1-beta AlphaLISA Primary Screen; AID 743279, 2014; THP-1 LPS/ATP IL-1B secretion, AlphaLISA, 16 h; stronger effect = lower value; activity change, % at 57.5 µM; 360,000 compounds, 4.7% hits; in the data active means activity change below about -50%; inconclusive means mostly about -30% to -49%; further: on the % scale 0 is the no-effect control and ±100 the full control effect
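THP-1 cells pretreated 1 hr with compounds (up to 57.5 uM final), then stimulated with LPS (250 ng/mL final) plus ATP (1.25 mM final); secreted IL-1B measured by AlphaLISA after 16 hr, decreased signal indicating inhibition.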
KB-V1 MDR tox: qHTS assay for MDR1-selective chemotherapeutics: Primary screen using the drug-selected MDR subline cells KB-V1. 400,000 compounds, 3.4% hits. Potency, µM (highest dose often 46.1 µM), for the others: at the top dose activity change, negative = cytotoxicity, hits mostly cytotoxic. KB-V1 MDR cells viability, CellTiter-Glo, 72 h; further: potency means the concentration at half of the fitted maximal effect; on the % scale 0 is the no-effect control and ±100 the full control effect; nearly all actives have a fitted effect of over 60% in size
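Drug-selected KB-V1 cells, grown in DMEM lacking phenol red with 10% FBS, receive compound titrations; after three days at 37 degrees C, surviving cell ATP is quantified by CellTiter-Glo luminescence and responses normalized and curve-fitted.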
HT1080-NT tox: qHTS for induction of synthetic lethality in tumor cells producing 2HG: qHTS for the HT-1080-NT fibrosarcoma cell line; Potency, µM (titrated, usually from 46.1 µM), for the others: top-dose activity, negative = less viability, hits mostly cytotoxic; HT-1080-NT fibrosarcoma viability, CellTiter-Glo ATP luminescence, 48 h; AID 686970, 2013; 360,000 compounds, 1.6% hits;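 further: NT is the 2HG producing partner of a matched IDH1 knockdown line; potency means the concentration at half of the fitted maximal effect; 0% = DMSO-treated cells and -100% = media-only wells without cells; nearly all actives have a fitted effect of over 55% in size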
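HT-1080-NT; 750 cells/well; 5% FBS RPMI; 48 h compound, 37 degrees C; CellTiter-Glo luminescence; curve fitting and curve-class assignment.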
MCF10A rerep: A quantitative high throughput screen for small molecules that induce DNA re-replication in MCF 10a normal breast cells | MCF 10A DNA re-replication, Hoechst nuclear intensity, 48 h | Potency, µM (highest dose often 46.1 µM), without a hit: at the highest dose activity, positive = re-replication, actives largely listed as activators | 350,000 compounds, 2.9% hits | AID 624296, 2012; further: potency means the concentration at half of the fitted maximal effect; % of control where 0% means no effect; nearly all actives have a fitted effect of over 50% in size
DRD3 agonist: qHTS of D3 Dopamine Receptor Agonist: qHTS. D3R DiscoveRx beta-arrestin cells, luminescence, 90 min. AID 652048, 2013. max activation, %. 410,000 compounds, 0.58% hits. D(3) dopamine receptor (Homo sapiens), P35462; in the data active means max activation above about 30%; further: 0% is about no effect; mostly tested at two doses, the higher about 12 µM
Target sequence (P35462 whole entry, looked up): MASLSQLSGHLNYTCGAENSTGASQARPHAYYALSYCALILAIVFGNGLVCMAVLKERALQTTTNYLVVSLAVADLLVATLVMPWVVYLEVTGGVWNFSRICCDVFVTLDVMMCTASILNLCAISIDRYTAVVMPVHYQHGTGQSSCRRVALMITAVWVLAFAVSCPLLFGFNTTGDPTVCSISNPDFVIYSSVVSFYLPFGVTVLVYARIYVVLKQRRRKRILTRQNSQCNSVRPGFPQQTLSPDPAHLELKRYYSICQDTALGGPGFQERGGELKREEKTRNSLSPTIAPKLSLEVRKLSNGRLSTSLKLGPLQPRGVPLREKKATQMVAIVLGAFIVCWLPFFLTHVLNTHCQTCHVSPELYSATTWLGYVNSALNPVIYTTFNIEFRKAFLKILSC
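Cells at 1500/well, incubated overnight, then treated with pinned compounds (dopamine as control) for 90 min at 37 degrees C. DiscoveRx reagent added for 30 - 60 minutes at room temperature; luminescence read.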
KB-3-1 tox: qHTS assay for MDR1-selective chemotherapeutics: Primary screen using the parental adenocarcinoma cell KB-3-1; Potency, µM (series often up to 46.1 µM), for the others: at the top dose activity change, negative = cytotoxic, most hits filed as cytotoxic; 400,000 compounds, 1.4% hits; KB-3-1 viability, CellTiter-Glo ATP luminescence, 72 h; further: potency means the concentration at half of the fitted maximal effect; on the % scale 0 is the no-effect control and ±100 the full control effect; nearly all actives have a fitted effect of over 60% in size
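KB-3-1 cells, DMEM (no phenol red) + 10% FBS; compound by pin transfer, 72 h, 37 °C. Readout: CellTiter-Glo luminescence after 10 min. Data normalized, curve-fitted.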
Starred values were filed as active, the others as inactive; ? = inconclusive; / = no result given; & = joins results of further samples; [ ] = dose if it differs, or a comment. Unless noted, the call rests on the fitted dose curve; in most records, active means well fitted curve in the direction sought with a large enough effect; inconclusive means small, poorly fitted or top-dose-only effect, or another doubt; inactive means no such curve, though single readings can be large; an effect the other way counts as inactive or inconclusive.

smiles	HEK293 tox	SW480 rereplic	HT1080 IDH1KD tx	IL1B secr inh	KB-V1 MDR tox	HT1080-NT tox	MCF10A rerep	DRD3 agonist	KB-3-1 tox
CCOC(=O)c1ccc(NC(=O)CSc2nccn2-c2ccc(OCC)cc2)cc1	-8%	/	/	/	12%	/	/	3	17%
CSc1nc2ccc3nc(NC(=O)c4ccc(C)cc4)sc3c2s1	-14%	-3%	11%	-13	-14%	23%	-7%	3	9%
CCSc1nnc(NC(=O)[C@H](C)NC(=O)c2ccccc2Cl)s1	18%	1%	10%	6	-17%	17%	1%	-5	1%
CC(=O)c1ccc(Nc2nc(=O)c3cccnc3s2)cc1	-4%	0%	7%	-7	-16%	26%	12%	-1	-26%
Cc1ccc(NC(=O)C2CCN(S(=O)(=O)c3ccc4c(c3)NC(=O)C(C)S4)CC2)cc1C (stereo not drawn)	-15%	0%	-21%	?	-5%	?	1%	0	?
Cc1cccn2c(=O)c3cc(C(=O)NCCN4CCOCC4)c(=N)n(CCc4ccccc4)c3nc12	271%[activator]	2.6µM*	1%	-63*	?	-11%	2.6µM*	1	-21%
Cc1cnc(C(=O)OCC(=O)NC(=O)NC(C)C)cn1	-5%	1%	5%	9	-19%	19%	1%	-7	-7%
Cc1ccc(S(=O)(=O)NC(=O)C2(C)CCN2C(=O)C2(c3ccc(Cl)cc3)CC2)cc1 (stereo not drawn)	?	/	-1%	12	-7%	1%	/	-13	0%
O=C(Nc1nnc(-c2ccccc2)o1)C1CCCN1S(=O)(=O)c1cccs1 (stereo not drawn)	-11%	-65%[inhibitor]	0%	-59*	-20%	-17%	-9%	-14	12%
Cc1nc(NC(C)c2ccccc2)c2oc3ccccc3c2n1 (stereo not drawn)	8%	?	?	-6	-18%	-15%	?	2	?

Next section; the last 2 above are carried over.
smiles	HEK293 tox	SW480 rereplic	HT1080 IDH1KD tx	IL1B secr inh	KB-V1 MDR tox	HT1080-NT tox	MCF10A rerep	DRD3 agonist	KB-3-1 tox
O=C(Nc1nnc(-c2ccccc2)o1)C1CCCN1S(=O)(=O)c1cccs1 (stereo not drawn)	-11%	-65%[inhibitor]	0%	-59*	-20%	-17%	-9%	-14	12%
Cc1nc(NC(C)c2ccccc2)c2oc3ccccc3c2n1 (stereo not drawn)	8%	?	?	-6	-18%	-15%	?	2	?
O=S1(=O)CCOC[C@H](Cc2ccccc2)N1Cc1cccc(F)c1	6%	-3%	15%	-15	?	5%	26%	-10	1%
O=C(O)c1ccccc1SC1CC(=O)N(c2cccc3ccccc23)C1=O (stereo not drawn)	-10%	-12%	-6%	-6	22%	-22%	?	-12	-2%
Cc1ccc(OCC(=O)NNC(=O)C(C)Sc2ncnc3sc(C)c(C)c23)cc1 (stereo not drawn)	2%	-4%	3%	0	-6%	-1%	9%	1	2%
Cc1ccc2oc(=O)ccc2c1	-6%	-20%	9%	13	4%	?	-39%[inhibitor]	2	0%
CC1(C(=O)NS(=O)(=O)c2ccc(C#N)cc2)CCN1C(=O)CC1CCCCC1 (stereo not drawn)	4%	/	29%	40	4%	7%	/	-2	?
Cc1ccc(NC(=O)Cn2ncn3c(cc4ccccc43)c2=O)cc1F	8%&5%	0%	-8%	-16	-31%&1%	-1%	1%	0&3	-6%&17%
CC(C)Cc1ccc(CN2CCC(n3nccc3NC(=O)C3CCCC3)CC2)cc1	-27%	109%	-19%	-28	-8%	-17%	12%	-10	-28%
COc1ccc(C(C)C)cc1S(=O)(=O)N1CC(C)OC(C)C1 (stereo not drawn)	5%[7.66 µM]	-1%	0%	12	?	2%	0%	-1	-12%
O=C1CN(C(=O)c2ccc3nc(Cc4cccc(Cl)c4)oc3c2)CCN1	-11%	-2%	16%	-8	/	2%	-21%	3	/
COc1cc(C(C(=O)NC2CCCCC2)N(C(=O)Cc2c[nH]c3ccccc23)c2ccc(C)cc2)cc(OC)c1OC (stereo not drawn)	?	11%	-11%	-16	23µM*	-4%	4%	-9	?
COc1ccc(Cn2ccnc2SCC(=O)Nc2ccccc2)cc1	-1%	-4%	-1%	0	?	-5%	19%	0	-8%
COCCN(C(=O)Cn1c(C(F)(F)F)nc2ccccc21)c1c(N)n(Cc2ccccc2)c(=O)[nH]c1=O	0%	3%	5%	-15	6%	5%	8%	-1	-17%
O=C(Cn1nnc(-c2ccccc2)n1)N/N=C/c1ccco1	-3%	5%	8%	5	26%	21%	20%	0	?
COc1cccc(NC(=O)COC(=O)c2c3c(nc4ccccc24)CCC(C)C3)c1 (stereo not drawn)	?	?	?	0	2.9µM*	-5%[9.24 µM]	10µM*	53*	?
O=C(O)C1CCCCC1C(=O)OCCCCOC(=O)C1CCCCC1C(=O)O (stereo not drawn)	-11%	1%	1%	40	6%	2%	0%	-1	-4%
CCOC(=O)Cn1nc(-c2ccc(Cl)cc2)ccc1=O	0%	0%	-20%	-9	4%	0%	4%	-18	0%
O=C(CCN1C(=O)c2ccc([N+](=O)[O-])cc2C1=O)Nc1cccc(O)c1	12%	-3%	4%	18	16%	-1%	2%	-7	-3%
CCOc1ccc2c(c1)sc1nc(=O)n(-c3ccc(Cl)c(Cl)c3)c(=O)n12	5%	/	/	/	27%	/	/	5	4%
CCCc1cc(C(=O)Nc2sc3c(c2C(=O)OCC)CCCC3)no1	-7%	-5%	16%	3	-4%	1%	-1%	3	-2%
CCOc1ccccc1N1CCN(S(=O)(=O)CC)CC1	25%	-3%	1%	20	20%	11%	-2%	-13	5%
CC[n+]1c(/C=C2/C=C(C)CC(C)C2)sc2ccccc21 (stereo not drawn)	-1%	-1%	-1%	-8	16%	-11%	?	6	?
CC(C)(C)OC(=O)CNC(=O)c1[nH]cnc1C(=O)Nc1ccc(CNC(=O)OC(C)(C)C)cc1	?	-8%	21µM*	-27	?	?	?	9	?
CCN1C(=O)c2ccccc2Sc2ccc(C(=O)NCCCN(CC(C)C)CC(C)C)cc21	2%&-5%	15%	9%	-65*	?	-9%	18%	-24&-23	?
Cc1cc(CNC(=O)Cn2nc(C)c([N+](=O)[O-])c2C)c2ccccc2n1	0%	14%	-6%	18	-13%	-16%	0%	3	21%
Cc1cc(C)cc(C(=O)NCC(=O)OCC(=O)N2CCN(S(=O)(=O)c3ccc4ccccc4c3)CC2)c1	-2%	4%	13%	?	0%	10%	16%	-4	6%
COc1ccc(CC(=O)N2N=C(C)CC2(O)c2cccnc2)cc1 (stereo not drawn)	-7%	5%	5%	25	29%	0%	6%	4	-9%
C#CCOCCOCCOCCNc1nc(N2CCN(C(=O)C(Cc3cc4ccccc4[nH]3)n3cc(C(N)Cc4ccc(O)cc4)nn3)CC2)nc(N2CCN(C(=O)C(Cc3cc4ccccc4[nH]3)n3cc(C(N)Cc4ccc(O)cc4)nn3)CC2)n1 (stereo not drawn)	?	-13%[9.22 µM]	?	7	3%	?	7%	-11	9%
CC(=O)NC(Cc1ccccc1C)C(=O)NC1CCN(C(=O)c2cccc(C)c2)CC1 (stereo not drawn)	3%	-2%	-3%	0	-21%	12%	-9%	7	0%
COc1ccc(C2=Nn3c(nnc3-c3ccccc3OC)SC2)cc1OC1CCOC1 (stereo not drawn)	/	1µM*	/	/	3.3µM*	/	1.3µM*	/	0.65µM*
COc1ccccc1N1CCN(C(=O)Cn2cnc3c2c(=O)n(C)c(=O)n3C)CC1	-19%	-12%	7%	17	18%	8%	5%	8	17%
CCc1nc2ccc(C(=O)NCc3ccc(OC)c(OC)c3)cc2nc1CC	-12%	/	/	/	19%	/	/	1	4%
CSCC[C@H](NC(=O)c1cccc(S(=O)(=O)N2CCCCC2)c1)c1nc2ccccc2[nH]1	-7%	1%	4%	-11	-3%	-4%	4%	-13	-1%
O=c1[nH]c2ccc(NC(=S)Nc3ccccc3)cc2[nH]1	-6%[7.66 µM]	-2%	1%	-14	3%	9%	-1%	4	2%
S=C(NCc1cccs1)Nc1cccc2ccccc12	-8%	68%	-9%	?	-20%	1%	-49%[inhibitor]	-4	8%
Cc1ccccc1-c1nn2c(-c3ccccc3)nnc2s1	7%	0%	-20%	-19	-24%	-15%	17%	-28	-3%
CC(=O)N1c2ccc(S(=O)(=O)N3CCC(C(=O)Nc4cc(C)cc(C)c4)CC3)cc2CC1C (stereo not drawn)	7%	7%	-1%	0	-16%	-2%	5%	-5	-1%
CCc1cc(=O)oc2cc(OCC(=O)NCCCn3ccnc3)ccc12	1%	?	2%	0	-16%	-11%	14%	-9	-1%
CCS(=O)(=O)N1CCC(C(=O)Oc2ccccc2OC)CC1	1%	-2%	8%	-6	-14%	3%	2%	-3	4%
CC1=C(C(=O)N(C)C)CC(CC(=O)NCCCCc2ccccc2)C(=O)N1Cc1ccc(C(C)(C)C)cc1 (stereo not drawn)	-25%	/	-26%	-22	?	-22%	/	-4	-14%
CCOc1ccccc1N(CC(=O)NCCSc1ccccc1)S(C)(=O)=O	-13%	-24%	3%	4	?	4%	-6%	-7	3%
O=C(c1cccc2ccccc12)N1CCN(c2ccccc2F)CC1	-4%	2%	1%	5	-12%	-3%	6%	1	-3%
CC(C)CCN1C(=O)c2ccc(C(=O)Nc3ccc(Br)cc3C(=O)O)cc2C1=O	-4%	-7%	3%	12	2%	-1%	?	-2	-1%

Screening data as filed in PubChem.
